GLP1R cytotox: cytotoxicity in counter-screen for GLP-1R inverse agonists; Potency, µM (highest dose often 38.3 µM), for inactives: at the top dose activity change, negative = inhibition, actives largely listed as inhibitors; HEK293 cAMP-luciferase reporter cells, luminescence, 24 h; AID 624418; 410,000 tested, 0.13% active;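 also: loss of luciferase light is scored as toxicity; potency is read from the fitted curve at half-maximal effect; % is scaled to controls: 0 for no effect and ±100 for the full control effect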
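Step one: seed cells (200 cells/uL, DMEM with 10% Nu serum, 1% pen-strep). Step two: 12-hour incubation at 37 deg C. Step three: pin 23 nL compound, incubate 24 hr. Step four: add luciferase reagent, read luminescence 12 min later.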
EPAC1 agonist: EPAC1 (human) agonism. O95398. EPAC1 agonist qHTS, biochemical assay; response scale: 100% = response to 6.5 mM cAMP. Potency, µM (doses to about 154 µM), inactives show at the top dose activation, hits mostly activators. 360,000 tested, 0.073% active. AID 720707; also: potency is read from the fitted curve at half-maximal effect; nearly all actives have a fitted effect of over 60% in size
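Nucleotide exchange assay: 100 nM EPAC1 with 250 nM Rap1B loaded with BODIPY-GDP and 50 uM GDP, room temperature. Fluorescence (480/540 nm) read every 5 min for 30 min; signal change normalized to 6.5 mM cAMP as full agonist.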
GLP-1R inv ag: inverse agonists of human GLP-1 receptor; P43220; HEK293 GLP-1R CRE-luciferase, luminescence, 24 h; GLP-1R form is constitutively active; Potency, µM (titrated, usually from 38.3 µM), without a hit: at the highest dose activity change, negative = inhibition, hits mostly inhibitors; 410,000 tested, 1.6% active; also: potency is read from the fitted curve at half-maximal effect; % is scaled to controls: 0 for no effect and ±100 for the full control effect; nearly all actives have a fitted effect of over 55% in size
Target sequence (P43220 whole entry, looked up): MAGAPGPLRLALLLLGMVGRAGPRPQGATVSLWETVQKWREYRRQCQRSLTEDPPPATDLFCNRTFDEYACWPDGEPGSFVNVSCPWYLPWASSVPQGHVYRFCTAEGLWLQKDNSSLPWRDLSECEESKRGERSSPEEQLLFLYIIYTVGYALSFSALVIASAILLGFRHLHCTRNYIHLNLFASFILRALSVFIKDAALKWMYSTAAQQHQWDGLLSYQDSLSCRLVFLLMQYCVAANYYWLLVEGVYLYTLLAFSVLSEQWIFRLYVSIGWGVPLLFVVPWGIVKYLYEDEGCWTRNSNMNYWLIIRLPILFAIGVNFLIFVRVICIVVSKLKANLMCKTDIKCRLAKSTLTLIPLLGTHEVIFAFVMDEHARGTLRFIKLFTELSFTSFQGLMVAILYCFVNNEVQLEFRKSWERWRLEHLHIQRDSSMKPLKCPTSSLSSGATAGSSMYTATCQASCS
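Cells are plated, allowed 12 hours at 37 deg C, then treated with compounds for 24 hr before luciferase detection reagent is added and luminescence is read after 12 min at room temperature. The HEK293 line carries constitutively active GLP-1R with a cAMP-responsive reporter.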
GLP-1R agonist: agonists of human GLP-1 receptor; HEK293 GLP-1R CRE-luciferase, luminescence, 4-6 h; cells express a hypersensitive GLP-1R form; Potency, µM (titrated, usually from 45.6 µM), for the others: at the highest dose activation, usual class: activators; 380,000 tested, 0.007% active; AID 624172; P43220; also: potency is read from the fitted curve at half-maximal effect; % of control where 0% means no effect
PI5P4K alpha inh: blocks human PI5P4K alpha kinase activity; max response, %; PI5P4Kalpha enzyme, ADP-Glo luminescence, 60 min; active compounds read low; 330,000 tested, 1.2% active; AID 652105; active = max response of -50% or lower; inconclusive = between -30% and -50%; inactive = -30% or higher; also: value at the top dose of about 77 µM; % is scaled to controls: 0 for no effect and ±100 for the full control effect
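Reactions run in 0.038 M HEPES pH 7.4, 0.28 mM EGTA, 0.1% CHAPS and 5% DMSO, with PI5P4Kalpha, substrate, compound and 5 microM ATP final, one hour at room temperature. Readout is ADP-Glo luminescence.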
EPAC1 antagonist: antagonists of human EPAC1; EPAC1 GEF assay, Rap1b-BODIPY-GDP exchange fluorescence; O95398; 360,000 tested, 0.14% active; AID 720709; Potency, µM (doses to about 115 µM), without a hit: top-dose activity change, negative = inhibition, most hits filed as inhibitors;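 also: potency is read from the fitted curve at half-maximal effect; plate controls were vehicle for no effect and positive control for full effect; nearly all actives have a fitted effect of over 50% in size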
PLK1 PBD block: PLK1 (human) polo-box domain binding inhibition. P53350. Plk1 PBD binding of FITC phosphopeptide, fluorescence polarization. Potency, µM, for inactives: max response, negative = inhibition, actives largely listed as inhibitors. 360,000 tested, 2.8% active. AID 720504; also: potency is read from the fitted curve at half-maximal effect; series mostly up to about 57 µM; % is scaled to controls: 0 for no effect and ±100 for the full control effect; nearly all actives have a fitted effect of over 65% in size
Target sequence (P53350 whole entry, looked up, the tested form may be a part): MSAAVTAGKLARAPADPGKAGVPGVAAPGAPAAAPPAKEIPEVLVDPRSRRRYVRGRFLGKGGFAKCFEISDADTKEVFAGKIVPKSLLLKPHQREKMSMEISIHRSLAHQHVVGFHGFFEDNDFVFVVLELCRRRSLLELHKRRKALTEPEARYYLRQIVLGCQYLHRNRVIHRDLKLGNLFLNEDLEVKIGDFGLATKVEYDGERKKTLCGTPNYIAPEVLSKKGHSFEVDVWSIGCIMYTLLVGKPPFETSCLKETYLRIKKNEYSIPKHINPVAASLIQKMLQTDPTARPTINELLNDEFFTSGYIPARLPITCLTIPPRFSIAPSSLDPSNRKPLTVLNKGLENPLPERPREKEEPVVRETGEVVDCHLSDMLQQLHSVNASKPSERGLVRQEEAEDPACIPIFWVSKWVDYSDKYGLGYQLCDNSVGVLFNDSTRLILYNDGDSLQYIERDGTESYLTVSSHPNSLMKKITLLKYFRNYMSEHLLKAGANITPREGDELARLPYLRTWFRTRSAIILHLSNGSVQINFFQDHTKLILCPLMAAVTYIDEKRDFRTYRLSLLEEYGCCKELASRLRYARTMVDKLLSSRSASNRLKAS
IL-2 act: activates IL-2 in a cell-based reporter assay; IL-2 activation reporter assay, cell-based qHTS; stimulated with anti-CD3/CD4/CD28 beads; in transgenic mouse T cells; activation, % (series mostly up to about 46 µM); 360,000 tested, 0.065% active; in the data active = activation above about 50%; inconclusive = mostly about 30% to 49%; also: 0% is about no effect
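Readout: EGFP and DsRed signals by fluorescent plate cytometry. Unstimulated transgenic mouse T cells received compound 60 min before antibody-bead stimulation, then incubated 18 h at 37 degrees C.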
PTHR1 agonist: activates the human parathyroid hormone receptor PTHR1; Q03431; HEK293 GP2 PTHR1 cells, GloSensor cAMP luminescence, 1 h; Potency, µM (doses to about 115 µM), for inactives: top-dose activation, most hits filed as activators; 410,000 tested, 0.075% active; also: potency is read from the fitted curve at half-maximal effect; nearly all actives have a fitted effect of over 55% in size; some results filed as inactive show a strong effect at the top dose; inactives centre near -15; many of its hits are not listed in these tables
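HEK-293-derived GP2 cells expressing PTHR1 and a GloSensor cAMP reporter, 3,000/well, plated overnight, given luciferin plus IBMX (each 0.5 mM as added) for 1 h at 37 °C, then compound for 1 h at 37 °C. Luminescence was read after 15 min at room temperature.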
The depositor's hits bear a star; i = inactive; ? = inconclusive; / = no result given; [ ] = another dose, or the depositor's remark. Unless noted, calls follow the shape of the dose curve; as a rule, active = well fitted curve in the direction sought with a large enough effect; inconclusive = small, poorly fitted or top-dose-only effect, or another doubt; inactive = no such curve, though single readings can be large; an effect the other way counts as inactive or inconclusive.

structure | GLP1R cytotox | EPAC1 agonist | GLP-1R inv ag | GLP-1R agonist | PI5P4K alpha inh | EPAC1 antagonist | PLK1 PBD block | IL-2 act | PTHR1 agonist
CCOC(=O)C1(NC(=O)C2(N3C(=O)c4ccccc4C3=O)CCCC2)CCCC1 | -2% | 2% | -17% | -2% | 1 | 3% | -9% | -0.4 | -17%
O=C(N/N=C/c1cccc(OC(=O)N2CCOCC2)c1)c1cccs1 | 0% | 0% | 6% | 11% | 3 | -1% | -2% | 1.5 | -10%
Cn1cc([N+](=O)[O-])c(C(=O)NC2CCCC2)n1 | -2% | 8% | 14% | -1% | 0 | -4% | -8% | -1.0 | i
CSc1ccccc1-n1nnnc1SCC(=O)Nc1ccccc1C | 5% | 8% | 10% | 1% | / | 6% | 1% | 2.1 | i
Fc1ccc(/C=C\c2nccc3c2[nH]c2ccccc23)cc1 | -7% | 15% | ? | 8% | -4 | -5% | 0% | 2.9 | -29%
COc1ccc(-c2cc(NC(C)=O)c3ncc(-c4cccc(C(F)(F)F)c4)n3c2)c(OC)c1 | -10% | -18% | -25% | ? | -4 | -10% | 4% | 2.6 | i
Cc1nc(C(F)(F)F)c(C(=O)N=CN(C)C)s1 | 6%[7.66 µM] | 12% | 0%[7.66 µM] | 0% | -2 | 0% | -8% | 1.3 | i
O=S(=O)(c1ccccc1)N(Cc1nc(-c2ccccc2)no1)C1CCCCC1 | 5% | 6% | 6.3µM* | 7% | 16 | -4% | -7% | -0.4 | -9%
CCOC(=O)c1ccccc1NC(=O)Cc1ccc(S(=O)(=O)N2CCCC2)s1 | -4% | 21% | ? | 30% | -4 | -6% | -5% | -0.9 | -30%
Cn1ccc2cc(S(=O)(=O)N3CCCN(C(=O)Nc4ccc(Br)cc4)CC3)ccc21 | -2% | / | ? | 0% | / | / | / | / | -34%[inhibitor]
Cc1ccc(S(=O)(=O)CCC(=O)OC(C)C(=O)c2c(C)[nH]c3ccccc23)cc1 (stereo not drawn) | -4% | -5% | 0% | 2% | 0 | 23% | -4% | 1.9 | -11%
COc1ccc(CCn2cnc(=O)c(C#N)c2C)cc1OC | 8% | 5% | 15% | 5% | 0 | 17% | -2% | -0.9 | i
CC(C)(C)C(C(=O)O)N1CCS(=O)(=O)CC1 (stereo not drawn) | 5% | -1% | 5% | 1% | 5 | -3% | -3% | 0.3 | -12%
COc1cc(C=O)ccc1OCc1cccc(Br)c1 | 5% | 3% | 0% | 4% | 5 | -1% | -4% | 0.5 | -23%
Cc1cc(C)cc(-n2ncc3c2CCCC3NC(=O)CCN2CCCC2=O)c1 (stereo not drawn) | 1% | -11% | 11% | -1% | -3 | 0% | -3% | 0.4 | -9%
Cc1ccc(-n2cc(-c3ccccc3)[nH]c2=O)cc1F | 3% | -4% | -1% | 19% | 0 | -19% | -19% | 0.1 | -4%
CCOc1ccc(NC(=O)Cn2cc(C(=O)c3ccc(CC)cc3)c(=O)c3cc(OC)c(OC)cc32)cc1 | 2% | / | 16% | 1% | / | / | / | / | -48%[inhibitor]
CCOC(=O)Cc1csc(NS(=O)(=O)c2ccc(Br)cc2)n1 | -12% | -12% | -11% | 0% | -8 | 14% | 0% | -1.3 | -5%
Cc1c(N)cc(C(=O)N2CCOCC2)cc1[N+](=O)[O-] | 1% | -3% | 2% | -1% | 2 | -8% | 0% | -3.7 | ?
Cn1nnc(NC(=S)NC(=O)c2cccs2)n1 | -8% | -10% | 8% | -4% | -5 | 15% | -12% | 0.2 | i
COc1ccc(Cc2nc3ccccc3n2CC(=O)N/N=C/c2ccc(O)cc2)cc1OC | 13% | 2% | 0% | -2% | 1 | -12% | -8% | -1.1 | i
Cn1c(SCC(=O)NCCN2C(=O)CSC2=O)nc2ccccc2c1=O | 18% | 9% | 19% | 1% | -6 | 9% | -13% | -3.7 | i
O=C(NC1CCCC1)c1c[nH]c2ccc(F)cc2c1=O | 36%[activator] | -7% | 19% | 4% | 0 | -18% | -4% | -1.9 | i
Cc1cc(C)cc(NC(=O)C2CCN(S(=O)(=O)c3ccc4c(c3)oc(=O)n4C)CC2)c1 | -5% | / | 4% | 0% | / | / | / | / | -2%

In a second layout: results already given.
Cn1c(SCC(=O)NCCN2C(=O)CSC2=O)nc2ccccc2c1=O
- GLP1R cytotox: 18%
- EPAC1 agonist: 9%
- GLP-1R inv ag: 19%
- GLP-1R agonist: 1%
- PI5P4K alpha inh: -6
- EPAC1 antagonist: 9%
- PLK1 PBD block: -13%
- IL-2 act: -3.7
- PTHR1 agonist: i
COc1ccc(Cc2nc3ccccc3n2CC(=O)N/N=C/c2ccc(O)cc2)cc1OC
- GLP1R cytotox: 13%
- EPAC1 agonist: 2%
- GLP-1R inv ag: 0%
- GLP-1R agonist: -2%
- PI5P4K alpha inh: 1
- EPAC1 antagonist: -12%
- PLK1 PBD block: -8%
- IL-2 act: -1.1
- PTHR1 agonist: i
Cn1nnc(NC(=S)NC(=O)c2cccs2)n1
- GLP1R cytotox: -8%
- EPAC1 agonist: -10%
- GLP-1R inv ag: 8%
- GLP-1R agonist: -4%
- PI5P4K alpha inh: -5
- EPAC1 antagonist: 15%
- PLK1 PBD block: -12%
- IL-2 act: 0.2
- PTHR1 agonist: i
CCOC(=O)Cc1csc(NS(=O)(=O)c2ccc(Br)cc2)n1
- GLP1R cytotox: -12%
- EPAC1 agonist: -12%
- GLP-1R inv ag: -11%
- GLP-1R agonist: 0%
- PI5P4K alpha inh: -8
- EPAC1 antagonist: 14%
- PLK1 PBD block: 0%
- IL-2 act: -1.3
- PTHR1 agonist: -5%

Following part:
structure	GLP1R cytotox	EPAC1 agonist	GLP-1R inv ag	GLP-1R agonist	PI5P4K alpha inh	EPAC1 antagonist	PLK1 PBD block	IL-2 act	PTHR1 agonist
CNC(=O)CSc1nc2cccnc2n1-c1ccc(F)cc1	3%	7%	45%[activator]	1%	1	-21%	-14%	-0.5	i
N[C@@H](Cc1ccccc1)c1nnc(SCc2ccccc2F)o1	?	0%	4%	-2%	-2	-8%	-15%	-0.6	-26%
CCCn1c(SCC(=O)NCC2CCCO2)nc2c1c(=O)n(C)c(=O)n2C (stereo not drawn)	-3%	-4%	9%	-10%	3	8%	-4%	-2.7	i
CCOc1cc(/C=C2\SC(=Nc3ccccc3)N(c3ccccc3)C2=O)ccc1OCC(=O)O	-9%	-3%	27%	0%	3	-13%	-18%	0.8	-15%
CCOC(=O)CC(=O)CSc1nc2nc(C)cc(C)n2n1	-15%	3%	-5%	-2%	/	16%	0%	3.0	i
O=C(Cc1ccc(Br)cc1)Nc1cccc(Cl)c1	-3%	15%	?	16%	7	-10%	-12%	-0.6	i
Cc1cnn(C(=S)NCC2CCCO2)c1 (stereo not drawn)	-8%	2%	2%	-9%	1	13%	-9%	-3.9	-6%
CCOC(=O)C1=C(O)/C(=C/c2ccc(OCC(=O)Nc3ccc(C)cc3)cc2)N=C1C	0%	-21%	8%	7%	-2	-20%	0%	-2.1	i
C=C1C(=O)OC2C=C(CO)C3OC3C3OC3(C)CC(OC(=O)/C(=C/C)COC(C)=O)C12 (stereo not drawn)	?	-6%	-78%	-25%	-1	-6%	-21%	-4.7	-65%[inhibitor]
Cc1ccc(S(=O)(=O)NCCNC(=O)c2cc(OCC(F)(F)F)ccc2OCC(F)(F)F)cc1	1%	-9%	1%	2%	-2	12%	-1%	-2.9	i
Nc1cc(Cl)ccc1N1C(=O)CCC1=O	-8%	12%	-24%	-5%	1	-12%	-5%	0.3	-23%
O=C(NCCc1ccccc1)c1cc([N+](=O)[O-])ccc1N1CCOCC1	?	4%	3%	7%	-2	-2%	4%	-0.6	i
COc1ccc(/C=N/NC(=O)CSc2ccccn2)cc1OC	6%	2%	73%[activator]	22%	7	-3%	-4%	-2.0	32%
CCCn1nnc(NC(=O)c2ccco2)n1	9%	2%	-4%	0%	/	-6%	-2%	1.0	1%[57.5 µM]
CN(C)S(=O)(=O)c1cccc(C(=O)NCc2ccco2)c1	-11%	-1%	12%	-5%	-7	-16%	-17%	-2.7	-9%[57.5 µM]
COc1ccc2[nH]c(C(=O)NCc3ccccc3)cc2c1	-12%	0%	-10%	1%	1	34%[activator]	-8%	-0.5	i
CC1CCN(S(=O)(=O)N2CCC(C(=O)NC3CCCC3)CC2)CC1	-25%	-1%	-5%	3%	0	8%	-6%	-0.1	-26%
C=Cc1ccc(CN2CCCN(Cc3ccc(Cl)cc3)S2(=O)=O)cc1	-13%	3%	-24%	1%	0	-15%	15µM*	-0.6	-29%
COC(=O)C1(c2ccccc2)NC(c2cccs2)C2C(=O)N(c3ccccc3)C(=O)C21 (stereo not drawn)	-5%	-3%	4%	-3%	3	8%	-5%	-3.9	-16%
CCCCn1nnnc1C(c1cc2ccccc2o1)N1CCN(C(=O)OCC)CC1 (stereo not drawn)	-16%	2%	-26%	1%	1	5%	-7%	-0.1	-58%[inhibitor]
COc1ccc(OC)c(NC(=O)c2oc3ccccc3c2NC(=O)C2CC2)c1	2%	7%	6%	-4%	5	7%	-2%	-1.6	16%
CCCCN(C)C(=S)Nc1ccc(Oc2ccccc2)cc1	-15%	5%	?	2%	23	-26%	-4%	0.2	-23%
COC(=O)C12CC3CC(C1)CC(n1cnc(Cl)n1)(C3)C2	8%	5%	45%[activator]	-6%	/	12%	-3%	0.0	i
O=C(CNC(=O)c1ccccc1F)N/N=C/c1ccc2c(c1)OCO2	-16%	6%	-15%	5%	5	-2%	-13%	-3.4	-1%
COc1ccc(NC(=O)c2c(-c3c(Cl)cccc3Cl)noc2C)c(OC)c1	-5%	5%	?	18%	5	-22%	3%	-0.9	i
COc1ccccc1NC(=O)CC12CC3CC(CC(Br)(C3)C1)C2	-2%	4%	-15%	6%	-2	1%	-2%	-2.0	i
O=C(/C=C/NCc1cccnc1)c1ccc(Br)cc1	0%	-3%	?	24%	0	-5%	2%	0.4	i

High-throughput results as filed in PubChem BioAssay.

Not all compounds are listed. The share of hits here may be higher or lower than overall.
